Kir21 block: inhibitors of mouse Kir2.1 inward-rectifier potassium channel. HEK293-Kir2.1, FluxOR thallium flux fluorescence; hits give low values. B-score at 10 µM. 0.85% of 310,000 active;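 active = fluorescence ratio B-score at or below minus 3 SD of library scores, with starting-brightness B-score within 2 SD, cut at about -4.2 in these data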;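 note: channel flux triggered by added potassium and thallium sulfate stimulus; B-score of peak minus minimum fluorescence over baseline after thallium stimulus; more negative B-score means stronger Kir2.1 block with less thallium influx; some compounds called inactive have numbers as strong as hits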
Target sequence (P35561 whole entry, looked up): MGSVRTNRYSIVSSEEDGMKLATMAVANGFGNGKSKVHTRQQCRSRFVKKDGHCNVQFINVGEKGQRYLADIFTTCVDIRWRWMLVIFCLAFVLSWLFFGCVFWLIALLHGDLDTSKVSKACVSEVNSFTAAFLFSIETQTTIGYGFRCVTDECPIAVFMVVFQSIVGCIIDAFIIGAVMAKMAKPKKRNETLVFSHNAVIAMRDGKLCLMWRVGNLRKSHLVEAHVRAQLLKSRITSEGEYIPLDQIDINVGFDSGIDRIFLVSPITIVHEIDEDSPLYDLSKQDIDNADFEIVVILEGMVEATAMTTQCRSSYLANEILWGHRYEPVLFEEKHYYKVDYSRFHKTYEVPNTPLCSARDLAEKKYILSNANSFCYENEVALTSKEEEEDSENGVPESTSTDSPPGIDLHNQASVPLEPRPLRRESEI
KCNQ2 block: KCNQ2 potassium channel inhibitors, primary screen, cell-based, CHO-K1, FluxOR thallium flux, B-score (AID 2156) | 1.1% of 310,000 active | 20 min; hits give low values | O88943 | B-score at 10 µM;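 active = fluorescence ratio B-score at most minus 3 library SDs, with starting brightness B-score within 2 library SDs, cut at about -5.5 in these data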
The depositor's hits bear a star; i = inactive.

Kir21 block	KCNQ2 block	SMILES
0.45	i	O=C(C1CCCC1)N(c1ccccc1)C1C=CS(=O)(=O)C1 (stereo not drawn)
0.05	i	Cc1sc2ncnc(N3CCN(Cc4ccccc4)CC3)c2c1-c1ccccc1
-0.03	i	Cc1ccc(C(=O)CSc2nnnn2-c2ccccc2)o1
-0.15	i	COc1ccc(CCNC(=O)Cc2ccc(C)cc2)cc1OC
-0.54	i	Cc1cccc(N(CC(=O)Nc2ccc(F)cc2)S(C)(=O)=O)c1
0.5	i	O=C(NCc1ccco1)C(c1ccccc1)N(C(=O)Cc1cccs1)c1ccccc1F (stereo not drawn)
-0.94	i	COc1ccc(CCC(=O)Nc2ccc(S(=O)(=O)Nc3nccc(C)n3)cc2)cc1
-0.06	i	CN(C1CCCCC1)S(=O)(=O)c1ccc(S(=O)(=O)N(CC(=O)Nc2ccccc2)C2CC2)cc1
1.47	i	CCOC(=O)c1c(NC(=O)COC(=O)CNC(=O)c2ccco2)sc(C(C)=O)c1C
-0.4	i	CSc1n[nH]c(=O)n1-c1ccc(Cl)cc1
1.53	i	CN1CCN(C(=O)/C=C/c2c(F)cccc2Cl)CC1
-0.11	i	O=S(=O)(c1cc(Cl)ccc1Cl)N1CCC2(CC1)OCCO2
-0.33	i	O=S(=O)(N/N=C/c1ccc2c(c1)OCCO2)c1ccc(Cl)cc1
-1.07	-6.38*	O=C(NCc1ccccn1)c1ccccc1OCc1ccc(F)cc1
0.31	i	COc1cc(OC)c(/C=N/NC(=O)c2ccc(Cn3nc([N+](=O)[O-])cc3C)cc2)c(OC)c1

Continued.
Kir21 block	KCNQ2 block	SMILES
-0.21	i	O=C(NC1CCCCC1)C(c1ccc(F)cc1)N(Cc1cccs1)C(=O)CN1C(=O)c2ccccc2S1(=O)=O (stereo not drawn)
0.54	i	O=C(CSc1nnc(-c2cccc(F)c2)o1)Nc1nncs1
0.7	i	CCOC(=O)c1cc(-c2ccccc2)sc1NC(=O)C(C)OC(=O)c1cccc(S(=O)(=O)N(C)C)c1 (stereo not drawn)
0.21	i	Cc1cc(C)nc(N2CCC(C(=O)Nc3nnc(C)s3)CC2)n1
0.01	i	COC(=O)c1ccc(CSc2nc3scc(-c4cccs4)c3c(=O)[nH]2)o1
-0.54	i	c1ccc(CSc2ncnc3sccc23)cc1
-1.87	i	O=C(CN1CCC(Cc2ccccc2)CC1)N1CCc2ccccc2C1
0.6	i	Cn1c(N2CCOCC2)nc(-c2ccccc2)c1-c1ccccc1
-0.24	i	O=S(=O)(c1cc(Cl)ccc1Cl)N1CCCCC1
1.17	i	COc1ccc(S(=O)(=O)N(Cc2cc3ccc(OC)cc3[nH]c2=O)CC2COCCO2)cc1 (stereo not drawn)
-0.72	i	O=C(CNC(=O)c1cccnc1)N=Nc1c(O)[nH]c2c(Br)cc(Br)cc12
2.23	i	COc1ccc([N+](=O)[O-])cc1NC(=O)COC(=O)c1ccccc1C(=O)c1ccccc1
-0.11	i	CCn1c(-c2csc(-c3ccccc3)n2)n[nH]c1=S
-0.82	i	CC1=NN(C(N)=S)C(=O)C1N=Nc1ccc(Cl)cc1 (stereo not drawn)
1.7	i	CCOC(=O)c1cnc(-n2nc(C)cc2C)nc1Nc1cccc(C(C)=O)c1

Remaining list, next part
Kir21 block	KCNQ2 block	SMILES
0.93	i	Cc1ccccc1C(=O)Nc1ccccc1N1CCCCC1
-0.57	i	CCN(CC)S(=O)(=O)c1ccc(C(=O)Nc2nnc(C(C)C)s2)cc1
0.08	i	O=C(Cc1cccs1)NCc1ccc(Cl)cc1
1.83	i	O=C(CSc1ccccn1)N/N=C/C=C/c1ccccc1
-0.71	i	COc1ccc(NC(=O)CN(C)S(=O)(=O)c2ccc(Br)s2)cc1
0.96	i	S=C(Nc1ccc(Cl)cc1)NN1CCOCC1
0.46	i	CCc1nonc1NC(=O)c1oc2c(C)c(C)ccc2c1C
-1.01	i	O=C(Cn1cnc2ccccc21)NCCCN1CCOCC1
-0.18	i	COc1nnc(-c2ccc(N3CCOCC3)c(NC(C)=O)c2)c2ccccc12
0.84	i	CC(C)NS(=O)(=O)c1ccc(NCCCn2ccnc2)c([N+](=O)[O-])c1
1.02	i	CCOCCOC(=O)c1[nH]c2c(c1C)C(=O)CC(c1cccs1)C2 (stereo not drawn)
1.68	i	CCS(=O)(=O)n1nc(-c2ccco2)nc1SC
1.49	i	COC(=O)c1ccc(CN2C(=O)NC3(CCCCC3C)C2=O)o1 (stereo not drawn)
0.52	i	O=C1CC2(CCCCCC2)Oc2ccccc21
-0.27	i	COCCNc1nc(C)cc(-c2cc(C(=O)Nc3ccccc3)on2)n1

Additional results
Kir21 block	KCNQ2 block	SMILES
0.41	i	CCOC(=O)Cn1nnc(-c2cc(OC)c(OC)c(OC)c2)n1
0.04	i	CC#CC[N+](C)(C)CCCCCCCC
-0.79	i	C=CCn1c(SCC(=O)Nc2ccc(C)cc2C)nnc1-c1cccnc1
0.9	i	Cc1cc2c(c(=O)n1Cc1ccc3c(c1)OCO3)C(c1cccnc1)C(C#N)=C(N)O2 (stereo not drawn)
2	i	O=C(Nc1ccccn1)C1COc2ccccc2O1 (stereo not drawn)
0.65	i	CCNC(=O)O/N=C1\CCCCC1c1ccc([N+](=O)[O-])cc1[N+](=O)[O-] (stereo not drawn)
-0.01	i	COc1ccc(CNc2ncc(-c3ccc(F)cc3)n2C)cc1OC
-0.79	i	CCNS(=O)(=O)c1ccc(CCC(=O)N2CCCC2)cc1
-1.24	i	Cc1sc(NC(=O)c2oc3ccccc3c2C)c(C#N)c1C
1.21	i	Fc1cccc(-n2c(-c3ccco3)nc3nc4ccccc4nc32)c1
-0.15	i	Cc1ccccc1OCC(=O)Nn1c(COc2ccccc2)nc2ccccc2c1=O
1.14	i	COc1ccc(CCN2C(=O)c3ccncc3C2=O)cc1OC
1.08	i	CC(C)(C)n1nc2c(c1NC(=O)c1cc3ccccc3o1)CSC2
1.83	i	CSc1nc2[nH]c3c(c2c2nncn12)CC(C)(C)OC3
-0.02	i	O=C(Nc1ccc(Cl)cc1)Nc1nnc(CSCc2ccc(Cl)cc2)s1

Profiles as entered above.
`O=C(Nc1ccccn1)C1COc2ccccc2O1` (stereo not drawn) in the list: Kir21 block = 2; KCNQ2 block = i
`O=C(CSc1ccccn1)N/N=C/C=C/c1ccccc1` in the list: Kir21 block = 1.83; KCNQ2 block = i

The list goes on:
Kir21 block	KCNQ2 block	SMILES
-1.01	i	CCOc1ccc(C(=O)N2CCCC(c3nc(-c4ccc(C)o4)no3)C2)cc1 (stereo not drawn)
0.29	i	COc1ccc(C)cc1NC(=O)COC(=O)c1ccccc1SCC(=O)N1CCCC1
0.11	i	COc1ccc(NC(=O)C2=C(C)Nc3nc(CCCO)nn3C2c2ccc(OC)c(OC)c2)cc1 (stereo not drawn)
-0.08	i	COc1ccc(CNCc2cccn2C)cc1
0.95	i	Cc1ccc2oc(=O)n(Cc3ccc(F)cc3)c2c1
-1.04	i	CC(=O)NCCOc1ccc2oc3ccccc3c2c1
-2.12	i	O=C(COc1ccc(Cl)cc1)Nc1ccc2[nH]ncc2c1
0.23	i	CC1CC(C)CN(C/C=C/c2ccccc2[N+](=O)[O-])C1 (stereo not drawn)
-0.15	i	COc1ccc(-c2nnc(SCC(=O)/C(C#N)=C(\C)N)o2)cc1
-0.32	i	COC(=O)c1ccc(NC(=O)C(C)Oc2ccccc2)cc1 (stereo not drawn)
0	i	Cc1cc(C)cc(NC(=O)N2CCc3ccccc3C2)c1
0.04	i	CCn1c(O)c(N=NC2=NC(=O)CS2)c2ccccc21
0.12	i	O=C(O)C1(c2ccccc2)CCN(S(=O)(=O)c2cccc(Cl)c2)CC1
0	i	NNC(=O)c1[nH]c2ccccc2c1-c1ccccc1
0.03	i	COc1c(F)cc2[nH]c3c(c2c1F)CCNC3=O

Quoted from the listing:
In Kir21 block, COc1ccc(NC(=O)C2=C(C)Nc3nc(CCCO)nn3C2c2ccc(OC)c(OC)c2)cc1 (stereo not drawn) has 0.11
In Kir21 block, COC(=O)c1ccc(NC(=O)C(C)Oc2ccccc2)cc1 (stereo not drawn) has -0.32
In Kir21 block, COc1ccc(CNCc2cccn2C)cc1 has -0.08
In Kir21 block, Cc1ccc2oc(=O)n(Cc3ccc(F)cc3)c2c1 has 0.95
In Kir21 block, COc1ccc(-c2nnc(SCC(=O)/C(C#N)=C(\C)N)o2)cc1 has -0.15
In Kir21 block, CC(=O)NCCOc1ccc2oc3ccccc3c2c1 has -1.04

(list continues)
Kir21 block	KCNQ2 block	SMILES
-1.77	i	NC(=S)n1[nH]c(-c2ccc([N+](=O)[O-])cc2)c(N=Nc2ccc(O)cc2)c1=O
-0.1	i	O=C(NC1=NCCS1)c1cc(-c2ccc(-c3ccccc3)cc2)nc2ccccc12
-0.48	i	Cc1cc(C)nc(Sc2c(F)c(F)c(C(F)(F)F)c(F)c2F)n1
1.64	i	Cc1ccccc1NC(=O)Nc1ccccc1N1CCCCC1
1.22	i	O=C1CCCN1CC(O)CS(=O)(=O)Cc1ccccc1 (stereo not drawn)
0.9	i	Cc1ccc(CNC(=O)CCCn2c(=O)[nH]c3ccccc3c2=O)cc1
0.74	i	Cc1sc2nc(-c3ccccc3)oc(=O)c2c1C
-1.03	i	CCCOC(=O)c1ccc(NC(=O)c2cc(OC)c(OC)c(OC)c2Br)cc1
0.65	i	COc1ccc(NC(=O)CSc2nncs2)cc1S(N)(=O)=O
-1.5	i	CC(=O)N1c2ccc(S(=O)(=O)NCCC(=O)Nc3ccc(F)cc3)cc2CC1C (stereo not drawn)
0.8	i	O=C(COC(=O)[C@@H]1CC(O)CN1S(=O)(=O)c1ccccc1[N+](=O)[O-])Nc1ccc2ccccc2c1 (stereo partly drawn)
0.56	i	O=C(Nc1ccc(O)cc1)/C(=C/c1ccco1)NC(=O)c1ccccc1
0.4	i	O=C(NCc1cn2ccsc2n1)c1cccc(C(F)(F)F)c1
-1.83	i	CCS(=O)(=O)Nc1ccc(-c2nc3cccnc3s2)cc1
0.59	i	CC(C)C(C(=O)NC(C)(C)C)N(CCN1CCOCC1)C(=O)CNS(=O)(=O)c1ccccc1 (stereo not drawn)

Further structures follow:
Kir21 block	KCNQ2 block	SMILES
-0.36	i	O=C(CNC(=O)c1ccc2c(c1)OCCO2)N/N=C/c1ccc(O)cc1O
-0.63	i	CC1c2nc3ccccc3n2C(CC(=O)NCc2ccccn2)C(=O)N1Cc1ccccc1 (stereo not drawn)
0.09	i	O=c1c2[nH]c3cccc(Cl)c3c2ncn1CC1CCCO1 (stereo not drawn)
0.1	i	COc1ccc(CNCc2ccc(F)cc2)c(OC)c1
-1.84	i	CN1CCN(CCCCOc2cccc3ccccc23)CC1
-0.29	i	O=C(Cn1nc2ccccc2n1)N/N=C/c1ccc(F)cc1
-1.74	i	COCCN(C(=O)COC(=O)COc1ccc(Cl)c(C)c1)c1c(N)n(Cc2ccccc2)c(=O)[nH]c1=O
1.01	i	COc1ccccc1C(=O)Nc1ccc(CN2CCCCC2)cc1
0.09	i	O=C(CCN1CCN(c2ccccc2)CC1)Nc1ccc(OCc2ccccc2)cc1
-7.22*	-15.8*	COC(=O)c1ccc2c(c1)C(C)(C)C(/C=C/c1ccc(OC)c(OC)c1OC)=[N+]2C
-0.81	i	CCc1ccc(OC)c(-c2csc(N)n2)c1
1.64	i	CCOCCCNC(=O)CCN1C(=O)c2ccccc2Sc2ncccc21
1.54	i	COc1ccc(OC)c(NC(=O)c2cc3ccccc3cc2OC)c1
-2.42	i	CCN(CC(=O)NCc1cccs1)C(=O)/C=C/c1cccc(OC)c1OC
0.01	i	Cc1ccc(Cl)cc1N1CCN(CC(=O)NC2CCCc3ccccc32)CC1 (stereo not drawn)

Continued.
Kir21 block	KCNQ2 block	SMILES
0.9	i	Cn1c2ccccc2c2cnn(CC(=O)Nc3cccc(F)c3)c(=O)c21
0.18	i	COc1ccc(/C=N/NC(=O)c2cc(C34CC5CC(CC(C5)C3)C4)[nH]n2)cc1OC
1.36	i	COc1ccc(-c2oc3ccccc3c2C(=O)OCc2ccccc2)cc1
1.52	i	COc1ccc2c(c1OC)C(=O)OC2Nc1nc(-c2ccc(-c3ccccc3)cc2)cs1 (stereo not drawn)
-0.16	i	CC1CCN(C(=O)CSc2ccc(-c3cccnc3)nn2)CC1
1.36	i	COC(=O)C(C(=O)Nc1nc2ccccc2s1)C1CCCC1 (stereo not drawn)
-1.5	i	Cc1ccc(S(=O)(=O)Nc2nc3ccccc3nc2NCC2CCCO2)c(C)c1 (stereo not drawn)
0.58	i	Cn1c(NCc2c(O)ccc3ccccc23)nc2ccccc21
-0.19	i	COCCOC(=O)C1=C(C)NC(=O)NC1c1c(Cl)nc2ccccn2c1=O (stereo not drawn)
0.33	i	O=C(NCCCNCc1ccccc1)c1ccccn1
1.73	i	CC(=O)NC1C(=O)N(C)c2ccc(Br)cc21 (stereo not drawn)
-0.43	i	CC(=O)Nc1cccc(C(=O)N/N=C/c2ccccc2F)c1
-1.25	i	COc1cc(OC)c(NS(=O)(=O)c2ccc(Cl)c(C(=O)OC(C)C(=O)N3CCCC3)c2)cc1Cl (stereo not drawn)
0.16	i	Cc1noc(NS(=O)(=O)c2ccc(NC(=O)/C=C/c3ccc(Br)cc3)cc2)c1C
-0.87	i	FC(F)(F)c1nnc2ccc(NCc3ccccc3)nn12
-0.41	i	CCOC(=O)c1cn(-c2c(Cl)cccc2Cl)c2cc(Cl)c([N+](=O)[O-])cc2c1=O

Copied from the listing, 6 compounds:
Kir21 block	KCNQ2 block	SMILES
-0.16	i	CC1CCN(C(=O)CSc2ccc(-c3cccnc3)nn2)CC1
1.36	i	COC(=O)C(C(=O)Nc1nc2ccccc2s1)C1CCCC1 (stereo not drawn)
-1.5	i	Cc1ccc(S(=O)(=O)Nc2nc3ccccc3nc2NCC2CCCO2)c(C)c1 (stereo not drawn)
0.58	i	Cn1c(NCc2c(O)ccc3ccccc23)nc2ccccc21
-0.19	i	COCCOC(=O)C1=C(C)NC(=O)NC1c1c(Cl)nc2ccccn2c1=O (stereo not drawn)
0.33	i	O=C(NCCCNCc1ccccc1)c1ccccn1

Screens (PubChem BioAssay)
